# Screens (PubChem BioAssay)
# IL2 activator – activators of IL-2; IL-2 activation reporter assay, cell-based qHTS; stimulated with anti-CD3/CD4/CD28 beads; in transgenic mouse T cells; activation, % (series mostly up to about 46 µM); 360,000 compounds, 0.065% hits; in the data active means activation above about 50%; inconclusive means mostly about 30% to 49%; further: 0% is about no effect
#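 EGFP and DsRed fluorescence is measured by plate cytometry in unstimulated transgenic mouse T cells exposed to compound for 60 minutes, then stimulated 18 hours at 37 degrees C with anti-CD3/anti-CD4 beads plus anti-CD28.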
# EPAC1 antagonist – antagonists of human EPAC1; Potency, µM (doses to about 115 µM), for the others: at the top dose activity change, negative = inhibition, actives largely listed as inhibitors; EPAC1 GEF assay, Rap1b-BODIPY-GDP exchange fluorescence; 360,000 compounds, 0.14% hits; O95398;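 further: potency means the concentration at half of the fitted maximal effect; plate controls were vehicle for no effect and positive control for full effect; nearly all actives have a fitted effect of over 50% in size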
# Target sequence (O95398 whole entry, looked up): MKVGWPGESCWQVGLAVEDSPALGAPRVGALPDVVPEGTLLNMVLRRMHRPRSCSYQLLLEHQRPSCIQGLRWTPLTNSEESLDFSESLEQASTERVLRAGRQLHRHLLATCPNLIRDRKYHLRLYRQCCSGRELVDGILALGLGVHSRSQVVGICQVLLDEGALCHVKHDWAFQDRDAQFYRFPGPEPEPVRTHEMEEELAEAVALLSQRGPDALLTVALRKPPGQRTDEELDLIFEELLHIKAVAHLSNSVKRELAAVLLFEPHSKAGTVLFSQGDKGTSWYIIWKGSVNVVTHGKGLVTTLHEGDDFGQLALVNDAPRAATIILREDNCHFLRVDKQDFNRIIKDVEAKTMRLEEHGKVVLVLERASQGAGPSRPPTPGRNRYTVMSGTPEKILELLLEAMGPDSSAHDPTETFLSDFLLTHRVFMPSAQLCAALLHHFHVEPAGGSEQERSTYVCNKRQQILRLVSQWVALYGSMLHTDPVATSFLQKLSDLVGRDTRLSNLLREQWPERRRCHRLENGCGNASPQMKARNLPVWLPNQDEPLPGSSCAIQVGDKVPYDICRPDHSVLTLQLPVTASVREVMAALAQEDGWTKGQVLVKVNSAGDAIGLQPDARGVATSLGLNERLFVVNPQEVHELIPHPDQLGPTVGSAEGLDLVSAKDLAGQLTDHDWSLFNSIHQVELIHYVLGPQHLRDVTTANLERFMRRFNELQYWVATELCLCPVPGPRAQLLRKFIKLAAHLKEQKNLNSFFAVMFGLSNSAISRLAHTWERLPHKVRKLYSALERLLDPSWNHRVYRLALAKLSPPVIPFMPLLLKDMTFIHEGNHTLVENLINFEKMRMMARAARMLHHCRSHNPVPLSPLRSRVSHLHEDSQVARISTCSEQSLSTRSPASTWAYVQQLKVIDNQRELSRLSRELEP
# PI5P4Ka inh – PI5P4K alpha (human) kinase inhibition. AID 652105. 330,000 compounds, 1.2% hits. PI5P4Kalpha enzyme, ADP-Glo luminescence, 60 min; stronger effect = lower value. P48426. max response, %; active means max response of -50% or lower; inconclusive means between -30% and -50%; inactive means -30% or higher; further: value at the top dose of about 77 µM; on the % scale 0 is the no-effect control and ±100 the full control effect
#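 Compounds were pin-transferred onto PI5P4Kalpha and substrate in HEPES pH 7.4 buffer with EGTA, CHAPS and 5% DMSO. ATP (5 microM final) started the reaction, which ran 60 minutes at room temperature before ADP-Glo detection.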
# PLK1 PBD inh – PLK1 (human) polo-box domain binding inhibition | P53350 | Plk1 PBD binding of FITC phosphopeptide, fluorescence polarization | Potency, µM, for the others: max response, negative = inhibition, usual class: inhibitors | 360,000 compounds, 2.8% hits | AID 720504; further: potency means the concentration at half of the fitted maximal effect; series mostly up to about 57 µM; on the % scale 0 is the no-effect control and ±100 the full control effect; nearly all actives have a fitted effect of over 65% in size
# FUS yeast rescue – rescues growth of FUS-expressing yeast | S. cerevisiae FUS-expressing, growth rescue, OD600, 24 h | Potency, µM (series often up to 76.6 µM), inactives show at the top dose growth rescue (activation), usual class: activators | 390,000 compounds, 0.24% hits | AID 1347120;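 further: potency means the concentration at half of the fitted maximal effect; plate controls were DMSO vehicle for no effect and reference control for full effect; nearly all actives have a fitted effect of over 55% in size; some results filed as inactive show a strong effect at the top dose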
#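 Compound concentration series was pinned onto galactose-induced FUS-expressing yeast seeded at OD 0.005. Plates sat 24hr at 30C; absorbance at 600 nm gave growth. DMSO served as background control.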
# Abeta rescue – restores growth of yeast expressing A-beta42 peptide; yeast expressing A-beta42, growth rescue, OD600, 48 h; response scale: 0% DMSO, 100% iron-clioquinol control; 410,000 compounds, 0.063% hits; Potency, µM (titrated, usually from 46.1 µM), for the others: at the highest dose growth rescue, actives largely listed as activators; further: potency means the concentration at half of the fitted maximal effect; nearly all actives have a fitted effect of over 55% in size
#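 Growth rescue measured by 600 nm absorbance after 48 h yeast culture at 30 C with compound. Values normalized between DMSO and an equimolar ferric chloride plus clioquinol control.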
# EPAC1 agonist – EPAC1 (human) agonism; O95398; EPAC1 agonist qHTS, biochemical assay; response scale: 100% = response to 6.5 mM cAMP; Potency, µM (highest dose often 154 µM), inactives show at the top dose activation, usual class: activators; 360,000 compounds, 0.073% hits; AID 720707; further: potency means the concentration at half of the fitted maximal effect; nearly all actives have a fitted effect of over 60% in size
#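 Nucleotide exchange assay: 100 nM EPAC1 with 250 nM Rap1B loaded with BODIPY-GDP and 50 uM GDP, room temperature. Fluorescence (480/540 nm) read every 5 min for 30 min; signal change normalized to 6.5 mM cAMP as full agonist.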
# WRN helicase inh – inhibitors of human WRN helicase | Q14191 | WRN helicase unwinding, fluorescent forked duplex, kinetic | Potency, µM (titrated, usually from 114 µM), inactives show top-dose activity change, negative = inhibition, actives largely listed as inhibitors | 360,000 compounds, 0.46% hits | AID 651768; further: potency means the concentration at half of the fitted maximal effect; on the % scale 0 is the no-effect control and ±100 the full control effect; nearly all actives have a fitted effect of over 55% in size
#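 WRN at 20 nM final was preincubated with compound for 15 min at room temperature; reaction started with 100 nM forked duplex oligonucleotide carrying fluorophore and quencher plus 2 mM ATP (final). Unwinding followed kinetically by red fluorescence (ex 525/em 598 nm).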
# Starred values were filed as active, the others as inactive; ? = inconclusive; nt = not tested or not shown; & = joins results of further samples; [ ] = another dose, or the depositor's remark. Unless noted, the call rests on the fitted dose curve; in most records, active means well fitted curve in the direction sought with a large enough effect; inconclusive means small, poorly fitted or top-dose-only effect, or another doubt; inactive means no such curve, though single readings can be large; an effect the other way counts as inactive or inconclusive.
SMILES,IL2 activator,EPAC1 antagonist,PI5P4Ka inh,PLK1 PBD inh,FUS yeast rescue,Abeta rescue,EPAC1 agonist,WRN helicase inh
CCCSc1nc2c(cnn2-c2ccccc2)c(=O)[nH]1,-0.4,-26%,0,-14%,6%,-14%,-14%,6%
Cc1oc(C)c(C(=O)Nc2ccc(CC(=O)O)cc2)c1C(=O)Nc1ccc(CC(=O)O)cc1,0.0,10%,10,-5%,8%,28%,1%,0%
Cc1cc(SCC(=O)c2ccccc2)nc(C)n1,-0.4,-4%,1,-11%,-3%,23%,1%,-4%
Cc1cc(N2CCN(C)CC2)nc2ccc(NC(=S)NCc3cccs3)cc12,0.8,1%,0,-5%,9%,0%,1%,-7%
COc1cc(CNc2ccc(S(N)(=O)=O)cc2)ccc1OCc1ccccc1F,-2.0,-18%,-1,1%,2%,2%,-5%,-14%
Cc1cc(N2CCOCC2)c2c(N)cc(C)c(C)c2n1,-0.5,7%,9,-4%,-8%,6%,-1%,-3%
Cc1ccc(OCC(=O)Nc2ccc(N3CCN(C(=O)c4ccco4)CC3)cc2)cc1C,-0.1,-3%,3,3%,14%,9%,-9%,-11%
Cc1cccc(NC(=O)c2cnc3scc(C)n3c2=O)c1,-1.0,-5%,0,-8%,-23%,-20%,1%,-4%
O=C(O)CCn1cc(/C=C/C(=O)c2ccc(Cl)cc2)c(-c2ccc(Br)cc2)n1,-2.7,?,-5,?,nt,-82%[inhibitor],-2%,?
Nc1nonc1C(=O)NCCNc1ncccc1[N+](=O)[O-],-4.4,-20%,-4,-11%,9%,-20%,10%,0%
CCOc1ccc(N2C(=O)CC(SC(=NC)Nc3cccc(OC)c3)C2=O)cc1 (stereo not drawn),4.6,-13%,-3,7%,-21%,?,-6%,-2%
COc1ccc(-c2nc(-c3ccc(Br)o3)no2)cc1OC,-2.4,-16%,0,-1%,-9%,0%,-4%,-7%
CCCCNC(=O)CSc1nc(O)cc(=O)n1C1CCCC1,-0.5,-16%,-6,3%,22%,12%,9%,8%
CC(NCc1ccccc1)C1COc2ccccc2O1 (stereo not drawn),-2.6,-3%,3,3%,-36%,17%[9.22 µM],0%,-10%
CCCN(CCC)CCCNC(=O)c1cn(CC)c2ccc(S(=O)(=O)N3CCOCC3)cc2c1=O,0.4,15%,0,?,-2%,5%,4%,0%
CCOc1ccc(CN2CCN(Cc3ccc(C)o3)CC2CCO)cc1 (stereo not drawn),0.2,-1%,-4,-2%,-26%,-5%,6%,-2%
Cc1cc(C(F)(F)F)nn1-c1nc(-c2ccco2)cc(C(F)(F)F)n1,-0.4,5%,nt,-1%,18%,-21%,-6%,-24%
Cc1cccc(C)c1NC(=O)C1(C)CSCC(=O)N1CCc1c[nH]c2ccccc12 (stereo not drawn),0.6,14%,1,-5%,4%,-3%,2%,4%
C/C(Cl)=C/Cn1c(=O)c2c(nc(Br)n2Cc2ccccc2)n(C)c1=O,2.9,-14%,5,-6%,8%,13%,13%,-5%
O=C(NCCNC(=O)Oc1cccc2ccccc12)Oc1cccc2ccccc12,-0.1,-12%,-3,?,12%,6%,-4%,-13%
CCCOc1ccc(Br)cc1/C=N/NC(=O)c1cc(OC)c(OC)c(OC)c1,1.2,-4%,4,2%,nt,1%,-6%,-7%
Cc1[nH]c2ccccc2c1CCN(Cc1cccnc1)C(=S)NC(C)(C)C,2.5,10%,-2,-3%,-24%,-5%,-6%,7%
O=C(NCCCn1ccnc1)C(Cc1ccc([N+](=O)[O-])cc1)N1C(=O)c2ccccc2C1=O (stereo not drawn),-0.3,-12%,2,-5%,7%,7%,3%,-13%
CCOC(=O)C1CCCN(S(=O)(=O)c2cc(Br)cc3c2N(C(C)=O)CC3)C1 (stereo not drawn),0.7,-22%,2,-24%,24%&-30%,-1%&-3%,5%,5%
N#C/C(=C/c1cccnc1)c1ccccc1,0.7,-5%,4,-11%,11%,2%,9%,-24%
CCn1c(C(O)c2cc(OC)c(OC)c(OC)c2)nc2ccccc21 (stereo not drawn),-0.7,-19%,1,-4%,-5%,-9%,6%,0%
Cc1ccc(C2CC(c3cccs3)=NN2S(=O)(=O)c2ccc(C)cc2)cc1 (stereo not drawn),1.1,22%,0,17%,13%,1%,-1%,-28%[57.1 µM]
COc1ccc(C(=O)Cc2nnc(C)s2)cc1,-0.6,16%,0,-10%,nt,7%,5%,8%
CCCCN1C(=O)C2C3C=CC(C2C1=O)C1C2C(=O)N(CCCC)C(=O)C2C31 (stereo not drawn),-0.6,4%,-2,2%,nt,-1%,-7%,-12%
CSc1ccc(-c2cc3c(c4c2ccn4C)C2CCC3O2)cc1 (stereo not drawn),-0.6,2%,35,-10%,27%,25%,12%,-11%
COc1ccc(/C=C(\C#N)C(=O)OCC(=O)N(C)C2CCS(=O)(=O)C2)cc1 (stereo not drawn),1.6,-20%,5,-10%,-3%,0%,6%,-13%
Cc1c(C(=O)c2ccc([N+](=O)[O-])cc2)c(=O)n(C)c(=O)n1C,1.2,-4%,-2,1%,2%,6%,-1%,0%
Cc1nc2c(OCC(=O)C(C)(C)C)cccn2c1N(C)Cc1cccs1,0.0,-7%,-6,-10%,-8%,-4%,6%,-3%
CCC(C)c1ccc(NC(=O)COC(=O)C2CCCC2)cc1 (stereo not drawn),-1.7,-8%,-1,-7%,nt,35%,-5%,-20%
COc1ccc2oc(C(=O)N(C)Cc3ccc4c(c3)OCCO4)c(C)c2c1,-0.8,-3%,8,-1%,43%,-1%,4%,-8%
CCN(CC)C(=O)Oc1ccc2c(c1)O/C(=C\c1ccco1)C2=O,-0.4,1%,-1,-6%,25%,-14%,5%,7%
CC(OC(=O)c1ccc(Cl)cc1)C(=O)NCC1CCCCC1 (stereo not drawn),-0.2,-6%,1,-10%,-20%,29%,2%,8%
CCN(CC)C(=O)CSc1nc(C)cc(C)c1C#N,-1.6,-2%,-6,?,3%,-5%,-5%,-5%
COc1ccccc1NC(=S)NCCc1c[nH]c2ccccc12,1.5,-20%,-25,3.4µM*,12%,0%,9%,-6%
CNc1snc(C)c1C(=O)OCC(=O)NCc1ccccc1OC,0.2,-8%,3,4%,-3%,-2%,-3%,-6%
COCCn1c(C)cc(C(=O)CN2C(=O)NC3(CCCCCC3)C2=O)c1C,-1.4,6%,0,4%,nt,5%,-3%,-7%
O=S(=O)(NC1CCCCC1Sc1ncccn1)c1ccc(Cl)cc1 (stereo not drawn),-1.7,-19%,-1,-2%,13%,7%,0%,-9%[57.1 µM]
CCN(CC)CCNC(=O)Cn1nc(Cc2ccncc2)c2ccccc2c1=O,-1.8,2%,-13,2%,5%,-7%,6%,-1%
O=[N+]([O-])c1ccc(N2CCN(S(=O)(=O)c3ccccc3[N+](=O)[O-])CC2)cc1NCc1cccnc1,-2.0,-3%,3,5%,nt,9%,4%,-5%
CC1(C)Cc2cccc(OCC(=O)Nc3ccc(S(N)(=O)=O)cc3)c2O1,-3.0,-6%,-1,1%,-19%,20%,2%,4%
CC(=O)c1cccc(NCC(=O)c2ccc(C)c([N+](=O)[O-])c2)c1,0.4,9%,7,?,38%,-8%,-2%,9%
Cn1c(SCC(=O)N/N=C/c2cccs2)nc2ccccc21,-1.7,0%,nt,-2%,-28%,-14%,2%,-5%
Cc1ccc(S(=O)(=O)NC(=O)c2ccc(-c3ccc(C)c4ccccc34)o2)cc1,1.1,?,?,27µM*,-5%,-50%[inhibitor],-5%,?
Cc1c(C(=O)NNC(=O)c2ccccc2O)oc2ccc(Br)cc12,0.3,?,?,-22%,29%,-21%,-10%,?
O=C(O)CN1C(=O)C(=O)N(Cc2ccc(C(F)(F)F)cc2)C1=O,-1.9,8%,3,-7%,16%,-3%,-9%,-4%[57.1 µM]

# Next part
SMILES,IL2 activator,EPAC1 antagonist,PI5P4Ka inh,PLK1 PBD inh,FUS yeast rescue,Abeta rescue,EPAC1 agonist,WRN helicase inh
O=C(NC(=S)NNC(=O)c1cccs1)c1ccc(Br)o1,1.8,7%,nt,-25%,3%,?,1%,-8%
COc1cc(/C=N/NC(=O)Cc2csc(C)n2)ccc1OCC(C)C,-0.6,-16%,-5,3%,-31%,-3%,-5%,3%
CCOc1cc(C(=S)N2CCC(O)CC2)ccc1OS(=O)(=O)c1ccc(Br)cc1,-2.9,-3%,nt,?,23%,18%,21%,-14%
O=C(CSc1n[nH]c(=O)n1C1CC1)Nc1ccc(Cl)cc1Cl,0.3,-4%,0,3%,-14%,15%,-7%,9%
COc1ccc2c(c1)cc1n2CCN2CCCN=C12,-2.3,0%,nt,0%,10%,9%,-5%,0%
O=C(Nc1ccc(NC(=O)c2cccs2)cc1)c1ccccc1,-1.7,8%,0,-8%,14%,-18%,-4%,-10%
CCOC(=O)Cn1c(C(F)(F)F)nc2nc(Cl)c(Cl)nc21,-0.9,-9%,18,4%,nt,12%,2%,3%
O=C(CCc1ccccc1)OCCOC(=O)CCc1ccccc1,0.1,-29%,0,-9%,15%,-9%,3%,-35%
CCCC(=O)N(Cc1cc(=O)[nH]c2ccccc12)c1ccccc1C,-1.6,-13%,-16,5%,18%,-15%,6%,-2%
CCCn1c(CN2CCN(C(=O)OCC)CC2)nc2cc([N+](=O)[O-])ccc21,-4.0,2%,1,3%,19%,-6%,-6%,0%

# Brought forward from above: 3 entries; new compounds follow.
SMILES,IL2 activator,EPAC1 antagonist,PI5P4Ka inh,PLK1 PBD inh,FUS yeast rescue,Abeta rescue,EPAC1 agonist,WRN helicase inh
O=C(CCc1ccccc1)OCCOC(=O)CCc1ccccc1,0.1,-29%,0,-9%,15%,-9%,3%,-35%
CCCC(=O)N(Cc1cc(=O)[nH]c2ccccc12)c1ccccc1C,-1.6,-13%,-16,5%,18%,-15%,6%,-2%
CCCn1c(CN2CCN(C(=O)OCC)CC2)nc2cc([N+](=O)[O-])ccc21,-4.0,2%,1,3%,19%,-6%,-6%,0%
CCOC(=O)C1=CN(Cc2cccc(F)c2)S(=O)(=O)N(CC)C1c1cccc(OC)c1 (stereo not drawn),0.9,-5%,8,-5%,?,-2%,6%,-8%
NN1C(=O)NC(c2ccccc2)(c2ccccc2)C1=O,-0.1,-11%,-2,0%,-5%,-9%,3%,6%
COc1ccccc1N1CCN(C(=O)c2cc(-c3ccc(Br)cc3)on2)CC1,-2.0,-5%,9,-4%,-23%,3%,-10%,-4%
Cc1ccc(S(=O)(=O)N2CCN(C(=O)CNC(=O)c3sc4ccccc4c3Cl)CC2)cc1,-1.0,-8%,0,-6%,14%,10%,1%,-11%
